Integrin act MD: integrin-mediated muscular dystrophy alleviation activation | alpha7betagal myoblasts, beta-gal FDG fluorescence, 48 h | Potency, µM (doses to about 38.3 µM), inactives show at the highest dose activation, most hits filed as activators | 350,000 tested, 0.064% active | AID 624291;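 also: potency is read from the fitted curve at half-maximal effect; 100% = response of the positive control SU9516; nearly all actives have a fitted effect of over 60% in size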
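Alpha7betagal+/- myoblasts (passage 13) were plated 16-24 hr, then exposed to compounds (1:260 dilution of DMSO stock) for 48 hours at 37C. After MPER lysis, β-galactosidase reporter activity was read as FDG fluorescence (ex 480/em 540) after 30 minutes.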
PKM2 activator: increases activity of human pyruvate kinase M2; P14618; purified PKM2, Kinase-Glo ATP luminescence, activation; response scale: 0% is enzyme alone, no compound; 260,000 tested, 0.34% active; Potency, µM (doses to about 57.5 µM), for inactives: at the top dose activation, most hits filed as activators; also: potency is read from the fitted curve at half-maximal effect; % is scaled to controls: 0 for no effect and ±100 for the full control effect; nearly all actives have a fitted effect of over 55% in size
Target sequence (P14618 whole entry, looked up): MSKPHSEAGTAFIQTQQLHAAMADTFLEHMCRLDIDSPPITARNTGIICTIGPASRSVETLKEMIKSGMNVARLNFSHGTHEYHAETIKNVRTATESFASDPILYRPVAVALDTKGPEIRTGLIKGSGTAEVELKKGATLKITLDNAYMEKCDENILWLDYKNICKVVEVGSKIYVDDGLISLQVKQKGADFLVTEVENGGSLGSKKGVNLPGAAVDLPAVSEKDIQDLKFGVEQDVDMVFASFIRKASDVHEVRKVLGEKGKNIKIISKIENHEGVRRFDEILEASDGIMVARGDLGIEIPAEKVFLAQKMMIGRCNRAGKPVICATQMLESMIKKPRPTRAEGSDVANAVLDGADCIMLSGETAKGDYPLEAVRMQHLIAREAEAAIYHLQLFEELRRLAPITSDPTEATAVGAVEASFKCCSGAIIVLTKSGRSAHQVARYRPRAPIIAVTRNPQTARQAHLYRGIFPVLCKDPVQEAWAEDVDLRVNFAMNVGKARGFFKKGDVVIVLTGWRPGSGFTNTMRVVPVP
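ATP formation by purified human PK-M2, quantified via coupled luciferase luminescence after 1 h at room temperature with 0.1 mM ADP and 0.5 mM PEP final.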
Giardia kill: kills Giardia lamblia. activity change, % at 7.66 µM, hits read low. 340,000 tested, 0.15% active. Giardia lamblia trophozoite viability; in the data active = activity change below about -80%; inconclusive = between about -30% and that limit;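 also: parasites exposed to compound for two days anaerobically before the ATP read; % is scaled to controls: 0 for no effect and ±100 for the full control effect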
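Media and compound were dispensed first, then trophozoites at 100 cells/well; plates sat 48 hrs at 37 deg C without oxygen before ATP luminescence reagent was added and read after 15-30 min at room temperature.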
GALK inhibitor: blocks human galactokinase activity; P51570; Purified GALK, Kinase-Glo residual ATP luminescence; Potency, µM (series often up to 57.5 µM), without a hit: at the highest dose activity change, negative = inhibition, actives largely listed as inhibitors; 270,000 tested, 0.007% active; AID 1868; also: potency is read from the fitted curve at half-maximal effect; % is scaled to controls: 0 for no effect and ±100 for the full control effect
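Quantitative HTS: GALK 5 nM, ATP 35 uM, galactose 100 uM, 1 h room temperature, then luciferase-based ATP detection.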
FBPA coupling cs: counter-screen for Giardia aldolase inhibitors: coupling enzyme system | coupling enzyme system counterscreen, AmpLite Red fluorescence | activity change, negative = inhibition, % at 58.2 µM, hits read low | 290,000 tested, 0.67% active | AID 2472; in the data active = activity change below about -30%; also: % is scaled to controls: 0 for no effect and ±100 for the full control effect
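Final compound at 57.5 uM, incubated 10 min at RT with coupling enzyme reagent (glyceraldehyde-3-phosphate), then 20 min with substrate and AmpLite Red detection. Fluorescence read at 525/598 nm; tests interference with the coupling assay, not aldolase inhibition.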
Menin MLL FP TR: inhibitors of human menin-MLL interaction, mutant MLL peptide; Menin + Texas Red MLL mutant peptide, fluorescence polarization; Potency, µM (titrated, usually from 61.6 µM), inactives show at the highest dose FP activity change, negative = inhibition, usual class: inhibitors; 270,000 tested, 0.23% active; active = well fitted inhibition curve with a large enough effect in the polarisation, with a control signal flat, not every such curve was filed as active; inconclusive = small, poorly fitted or top-dose-only effect, or effect the other way, or a change in a side signal; inactive = no such curve, though single readings can be large or run the other way; the % refers to the polarisation; also: potency is read from the fitted curve at half-maximal effect; % of control where 0% means no effect; many of its hits are not listed in these tables
Target sequence (O00255 whole entry, looked up): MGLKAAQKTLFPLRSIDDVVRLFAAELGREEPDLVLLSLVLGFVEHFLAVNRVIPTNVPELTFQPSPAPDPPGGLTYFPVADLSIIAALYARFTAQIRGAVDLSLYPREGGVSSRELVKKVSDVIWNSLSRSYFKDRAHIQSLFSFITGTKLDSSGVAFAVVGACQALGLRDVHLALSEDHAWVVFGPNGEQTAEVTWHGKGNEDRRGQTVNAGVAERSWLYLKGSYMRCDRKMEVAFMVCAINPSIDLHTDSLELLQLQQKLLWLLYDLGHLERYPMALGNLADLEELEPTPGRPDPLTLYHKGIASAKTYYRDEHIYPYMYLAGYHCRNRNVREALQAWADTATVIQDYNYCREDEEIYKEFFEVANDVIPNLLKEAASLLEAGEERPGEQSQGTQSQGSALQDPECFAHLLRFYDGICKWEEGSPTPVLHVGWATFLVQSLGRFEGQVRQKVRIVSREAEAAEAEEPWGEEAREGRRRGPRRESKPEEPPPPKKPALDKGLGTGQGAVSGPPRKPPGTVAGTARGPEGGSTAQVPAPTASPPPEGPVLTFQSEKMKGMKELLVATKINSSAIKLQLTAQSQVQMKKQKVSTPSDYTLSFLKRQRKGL
Tb PFK block: blocks T. brucei phosphofructokinase | Potency, µM (series often up to 57.5 µM), without a hit: at the highest dose activity, negative = inhibition, actives largely listed as inhibitors | 330,000 tested, 0.17% active | AID 485367 | T. brucei PFK, ADP-Glo luminescence;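 also: potency is read from the fitted curve at half-maximal effect; 0% = uninhibited 1x PFK enzyme wells and -100% = no-enzyme wells; nearly all actives have a fitted effect of over 60% in size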
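In TEA buffer at pH 8.0 with 5 mM MgCl2, enzyme (1.25 nM) converted F6P (0.5 mM) and ATP (0.1 mM) for 45 min at room temperature. ADP product was read by luciferase luminescence.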
S-ASM inh: inhibitors of human secretory acid sphingomyelinase; P17405; placental ASM, HMU-PC fluorogenic substrate, 60 min; Potency, µM (series often up to 57.5 µM), for inactives: at the highest dose activity change, negative = inhibition, most hits filed as inhibitors; 340,000 tested, 0.006% active; also: potency is read from the fitted curve at half-maximal effect
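qHTS format. ASM enzyme prepared from human placenta hydrolyses the fluorogenic substrate HMU-PC0 (9 uM final) over 60 min at 37 °C after a 10 min compound preincubation.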
PTAP TSG101 blk: blocks PTAP/TSG101 interaction to inhibit HIV-1 budding; Potency, µM (highest dose often 115 µM), without a hit: top-dose activity change, negative = inhibition, actives largely listed as inhibitors; 340,000 tested, under 10 active; Fluorescence polarization, FITC-PTAP peptide / Tsg101 binding; active = well fitted inhibition curve with a large enough effect in the main read-out, with a control signal flat, not every such curve was filed as active; inconclusive = small, poorly fitted or top-dose-only effect, or effect the other way, or a change in a side signal; inactive = no such curve, though single readings can be large or run the other way; also: potency is read from the fitted curve at half-maximal effect; % of control where 0% means no effect
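Fluorescence anisotropy tracks displacement of a FITC-tagged PTAP peptide (50 nM) from the Tsg101 binding domain (10 uM), following a 20 min room-temperature incubation at pH 7.5.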
Chronic BCR inh: chronic active BCR signaling inhibition; ABC-DLBCL IkBa-CBG/CBR reporter, luminescence ratio, 4 h; Potency, µM (titrated, usually from 46.1 µM), for the others: top-dose ratio change, negative = lower green/red ratio, actives largely listed as inhibitors; 340,000 tested, 0.05% active; active = well fitted inhibition curve with a large enough effect in the signal ratio, with a control signal flat, not every such curve was filed as active; inconclusive = small, poorly fitted or top-dose-only effect, or effect the other way, or a change in a side signal; the % refers to the signal ratio;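 also: potency is read from the fitted curve at half-maximal effect; plate controls were basal doxycycline-induced cells for no effect and cells given 10 µM MG132 for full effect; MG132 reads +100%, hits lower the ratio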
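TMD8 human ABC-DLBCL cells with doxycycline-inducible IκBα–green luciferase fusion and unfused red luciferase, in 0.5% FBS medium; compounds up to 46 uM, 4 h at 37C. Green/red luminescence ratio, filter-overlap corrected, fitted to concentration-response curves.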
B2AR arrestin: recruits beta-arrestin to the human beta2-adrenergic receptor; Potency, µM (doses to about 46.1 µM), for the others: at the top dose activation, usual class: activators; 330,000 tested, 0.02% active; P07550; beta-arrestin recruitment to beta2AR, cell-based reporter;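 also: potency is read from the fitted curve at half-maximal effect; 0% = DMSO controls and full agonism = EC100 isoproterenol or metaproterenol; nearly all actives have a fitted effect of over 65% in size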
Starred values were filed as active, the others as inactive; [ ] = dose if it differs, or a comment. Unless noted, calls follow the shape of the dose curve; as a rule, active = well fitted curve in the direction sought with a large enough effect; inconclusive = small, poorly fitted or top-dose-only effect, or another doubt; inactive = no such curve, though single readings can be large; an effect the other way counts as inactive or inconclusive.

Results for Cn1nc(Cc2n[nH]c(=S)n2C)c2ccccc2c1=O ?
Integrin act MD: -26%; PKM2 activator: 1%; Giardia kill: -2; GALK inhibitor: 3%; FBPA coupling cs: 2; Tb PFK block: -12%; S-ASM inh: -5%; PTAP TSG101 blk: -1%; Chronic BCR inh: -10%; B2AR arrestin: -0.7%

How did CCCC(=O)Nc1ccc2c(c1)nc(CCN1CCN(c3ccccn3)CC1)n2C do in these assays?
Integrin act MD: 4%; Giardia kill: 11; GALK inhibitor: -3%; FBPA coupling cs: 1; Menin MLL FP TR: 2%; Tb PFK block: 2%; S-ASM inh: 3%; PTAP TSG101 blk: -2%; Chronic BCR inh: inconclusive; B2AR arrestin: -0.4%

Results for O=C(CCNS(=O)(=O)c1ccc2[nH]c(=O)oc2c1)Nc1cccc(Br)c1 ?
Integrin act MD: 15%; PKM2 activator: -12%[0.46 µM]; Giardia kill: -19; GALK inhibitor: 1%; FBPA coupling cs: -1; Menin MLL FP TR: inconclusive; Tb PFK block: -16%; S-ASM inh: 1%; PTAP TSG101 blk: -5%; Chronic BCR inh: 8%; B2AR arrestin: -0.3%

Results for CCCCCn1c(CN2CCN(c3cccc(Cl)c3)CC2)nc2c1c(=O)[nH]c(=O)n2C ?
Integrin act MD: -7%; PKM2 activator: 0%; Giardia kill: -11; GALK inhibitor: -1%; FBPA coupling cs: -4; Menin MLL FP TR: inconclusive; Tb PFK block: -5%; S-ASM inh: inconclusive; PTAP TSG101 blk: -2%; Chronic BCR inh: inconclusive; B2AR arrestin: 0.6%

What do the screens show for `CC(C)CN(C(=O)COC(=O)CCC(=O)c1ccc(Cl)cc1)c1c(N)n(Cc2ccccc2)c(=O)[nH]c1=O`?
Integrin act MD: 11%; Giardia kill: 33[activator]; Tb PFK block: 1%; S-ASM inh: -4%; PTAP TSG101 blk: 1%; Chronic BCR inh: 0%; B2AR arrestin: 0.4%

How did COc1ccc(CCNC(=O)c2ccc(N3CCCC3=O)cc2)cc1OC do in these assays?
Integrin act MD: 3%; PKM2 activator: -6%; Giardia kill: 17; GALK inhibitor: 0%; FBPA coupling cs: 1; Menin MLL FP TR: 4%; Tb PFK block: -11%; S-ASM inh: 4%; PTAP TSG101 blk: -4%; Chronic BCR inh: 1%; B2AR arrestin: 0.2%

How did Cc1cc(C)nc(N2CCC(C(=O)NNC(=O)Cc3ccccc3)CC2)n1 do in these assays?
Integrin act MD: -16%; PKM2 activator: 0%; Giardia kill: -18; GALK inhibitor: -2%; FBPA coupling cs: 3; Tb PFK block: 2%; S-ASM inh: -2%; PTAP TSG101 blk: 1%; Chronic BCR inh: -7%; B2AR arrestin: -0.5%

Results for COc1ccc(-c2cc(Nc3ccccc3NC(=O)C(F)(F)F)n(CCC#N)n2)cc1 ?
Integrin act MD: -6%; PKM2 activator: -7%; Giardia kill: -1; GALK inhibitor: 0%; FBPA coupling cs: 0; Menin MLL FP TR: 23%; Tb PFK block: 4%; S-ASM inh: -9%; PTAP TSG101 blk: -2%; Chronic BCR inh: -9%; B2AR arrestin: 0.3%

How did CC1CCCCC12NC(=O)N(CC(=O)OCc1ccc(Br)cc1)C2=O (stereo not drawn) do in these assays?
Integrin act MD: 5%; Giardia kill: 0; Tb PFK block: 7%; S-ASM inh: 1%; PTAP TSG101 blk: -2%; Chronic BCR inh: 1%; B2AR arrestin: -0.3%

How did CCOc1cc(S(=O)(=O)n2cnc(C)c2)ccc1Cl do in these assays?
Integrin act MD: 12%; PKM2 activator: 24%; Giardia kill: -14; GALK inhibitor: 0%; FBPA coupling cs: 2; Menin MLL FP TR: -18%; Tb PFK block: 0%; S-ASM inh: 1%; PTAP TSG101 blk: 2%; Chronic BCR inh: inconclusive; B2AR arrestin: 0.5%

What do the screens show for `O=C(O)CCC(=O)Nc1ccc(-c2csc(Nc3cccc4ccccc34)n2)cc1`?
Integrin act MD: 0%; Giardia kill: 1; Tb PFK block: -3%; S-ASM inh: -2%; PTAP TSG101 blk: -4%; Chronic BCR inh: inconclusive; B2AR arrestin: -1.5%

What do the screens show for `COCCN(C(=O)COC(=O)COc1ccc(Cl)c(C)c1)c1c(N)n(Cc2ccccc2)c(=O)[nH]c1=O`?
Integrin act MD: 13%; PKM2 activator: -1%; Giardia kill: -6; GALK inhibitor: 5%; FBPA coupling cs: 5; Menin MLL FP TR: 1%; Tb PFK block: -2%; S-ASM inh: 8%; PTAP TSG101 blk: -13%; Chronic BCR inh: 0%; B2AR arrestin: -0.9%

What do the screens show for `CC(NC(=O)CC1CCCCC1)c1ccccc1` (stereo not drawn)?
Integrin act MD: -4%; PKM2 activator: 5%[11.5 µM]; Giardia kill: -18; GALK inhibitor: 5%; FBPA coupling cs: -1; Menin MLL FP TR: -11%; Tb PFK block: 0%; S-ASM inh: 0%; PTAP TSG101 blk: -1%; Chronic BCR inh: -1%; B2AR arrestin: -0.4%

How did O=c1c2[nH]c3ccccc3c2ncn1Cc1ccccn1 do in these assays?
Integrin act MD: 20%; PKM2 activator: 5%; Giardia kill: -15; GALK inhibitor: 1%; FBPA coupling cs: -2; Menin MLL FP TR: -2%[11.7 µM]; Tb PFK block: -2%; S-ASM inh: 3%; PTAP TSG101 blk: -5%; Chronic BCR inh: 1%; B2AR arrestin: 0.4%

Results for COC(=O)c1cn(-c2ccc(F)cc2)c(=O)c2ccccc12 ?
Integrin act MD: -3%; PKM2 activator: 3%; Giardia kill: -18; GALK inhibitor: 7%; FBPA coupling cs: 0; Menin MLL FP TR: inconclusive; Tb PFK block: 1%; S-ASM inh: 0%; PTAP TSG101 blk: -8%; Chronic BCR inh: 21%; B2AR arrestin: 0.1%

What do the screens show for `C=CCNC(=O)c1c(N)n(-c2ccc3c(c2)OCO3)c2nc3ccccc3nc12`?
Integrin act MD: 2%; PKM2 activator: 4%; Giardia kill: -6; GALK inhibitor: 3%; FBPA coupling cs: -8; Menin MLL FP TR: 16%; Tb PFK block: 6%; S-ASM inh: 458%[activator]; PTAP TSG101 blk: -1%; Chronic BCR inh: -3%; B2AR arrestin: -0.4%

What do the screens show for `O=C(Nc1ccnn1C1CCN(C/C=C/c2ccccc2)CC1)C1CCCC1`?
Integrin act MD: -44%; PKM2 activator: -2%; Giardia kill: 22; GALK inhibitor: 5%; Tb PFK block: -5%; S-ASM inh: 11%; PTAP TSG101 blk: -8%; Chronic BCR inh: -1%; B2AR arrestin: -0.7%

What do the screens show for `O=C(NNC(=S)NC(=O)c1ccc(Br)cc1)c1ccc([N+](=O)[O-])cc1`?
Integrin act MD: 0%; PKM2 activator: 5%; Giardia kill: -6; GALK inhibitor: 1%; FBPA coupling cs: 6; Menin MLL FP TR: inconclusive; Tb PFK block: 1%; S-ASM inh: 3%; PTAP TSG101 blk: 1%; Chronic BCR inh: inconclusive; B2AR arrestin: -5.2%

How did COc1ccc(OC)c(NC(=O)C2CCN(S(=O)(=O)c3ccc4c(c3)CC(C)N4C(C)=O)CC2)c1 (stereo not drawn) do in these assays?
Integrin act MD: inconclusive; Giardia kill: -22; GALK inhibitor: 1%; Tb PFK block: -3%; S-ASM inh: -1%; PTAP TSG101 blk: -2%; Chronic BCR inh: -9%; B2AR arrestin: 3.6%

Results for Cc1cccc(C)c1NC(=O)CNC(=O)COC(=O)c1ccc(Cl)s1 ?
Integrin act MD: -20%; Giardia kill: 23; Tb PFK block: 1%; S-ASM inh: 2%; PTAP TSG101 blk: 2%; Chronic BCR inh: 0%; B2AR arrestin: 0.0%

Results for O=C(N/C(=C\c1ccc(Br)cc1)C(=O)N1CCOCC1)c1ccc(Br)o1 ?
Integrin act MD: -8%; PKM2 activator: 0%; Giardia kill: 2; GALK inhibitor: -2%; FBPA coupling cs: 1; Menin MLL FP TR: -1%; Tb PFK block: 4%; S-ASM inh: 0%; PTAP TSG101 blk: -6%; Chronic BCR inh: 3%; B2AR arrestin: 0.1%

What do the screens show for `CCCCn1c(=O)c(CCC(=O)OCC(=O)NC(=O)NCCOC)nc2ccccc21`?
Integrin act MD: -21%; PKM2 activator: -5%; Giardia kill: 2; GALK inhibitor: 1%; FBPA coupling cs: -2; Menin MLL FP TR: -6%; Tb PFK block: 5%; S-ASM inh: 1%; PTAP TSG101 blk: -3%; Chronic BCR inh: -8%; B2AR arrestin: -0.6%

How did COc1cc2c(=O)nc3n(c2cc1OC)C(c1ccccc1)N=C(N)N3 (stereo not drawn) do in these assays?
PKM2 activator: -1%; GALK inhibitor: 0%; FBPA coupling cs: 4; Menin MLL FP TR: 14%; Tb PFK block: 0%; Chronic BCR inh: 7%; B2AR arrestin: 0.4%

Results for CCC(C(=O)NC1CCCC1)N(C(=O)c1snc(C(N)=O)c1N)c1ccc2c(c1)OCCO2 (stereo not drawn) ?
Integrin act MD: -8%[7.66 µM]; PKM2 activator: 0%; Giardia kill: 6; GALK inhibitor: 5%; FBPA coupling cs: 1; Menin MLL FP TR: -6%; Tb PFK block: -5%; S-ASM inh: 36%[activator]; PTAP TSG101 blk: -8%; Chronic BCR inh: 0%; B2AR arrestin: 0.2%

An excerpt; count on the stated rates, not on these rows.
